Screening results from PubChem BioAssay.
LYP phosphatase – inhibitors of LYP phosphatase, biochemical, fluorescence intensity, uHTS (AID 1779). recombinant LYP phosphatase, fluorescence intensity; higher % means a stronger effect. inhibition, % at 11.5 µM, or IC50 in µM where a hit was titrated. 0.054% of 290,000 active; in the data active = inhibition above about 50%;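 note: plate controls were vehicle with enzyme for no effect and no enzyme for full effect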
* hit, by the source's call. This is a subset, so the mix of outcomes need not match the whole.

No. | LYP phosphatase | compound
1 | -8% | Cc1ccc(NC(=O)CSCC(=O)Nc2ccc(S(=O)(=O)N3CCOCC3)cc2)cc1
2 | -9% | CC1CCN(C(=O)CCNS(=O)(=O)c2ccc(Cl)cc2)CC1
3 | -5% | O=C(CCc1ccccc1F)N1CCN(c2ccccc2)CC1
4 | -7% | N#Cc1ccc(OCC(O)CN2CCN(CC(O)COc3ccc(C#N)cc3)CC2)cc1 (configuration not stated)
5 | -3% | Cc1cccc(NC(=O)N2CCC(C(=O)c3ccc(F)cc3)CC2)c1
6 | 0% | CC1=NN(c2ccccc2)C(=O)/C1=C/c1ccc(Cl)cc1
7 | -7% | O=C(NCc1cccs1)c1cc(-c2ccc(O)cc2)on1
8 | -9% | Cc1nn(-c2ccc(Cl)cc2)c2[nH]c(CCl)cc(=O)c12
9 | -10% | CC(C)Oc1ccc(S(=O)(=O)N2CCOCC2)cc1NC(=O)c1ccc(N2CCCC2=O)cc1
10 | -8% | CCc1ccc(C(=O)NNC(=O)c2cc(S(=O)(=O)N(C)C)ccc2N2CCCC2)cc1
11 | 6% | Cc1cccc2c(C(=O)N3CCCCC3)cc(-c3ccccc3)nc12
12 | 0% | COc1cc(-c2nnc(COC(=O)c3cc(C)no3)o2)cc(OC)c1OC
13 | -2% | COc1ccc(OCC(=O)Nc2ccccc2C(=O)Nc2ccc(C(=O)O)cc2)cc1
14 | -3% | Cc1ccc(NC(=O)Cc2ccc(-c3ccccc3)cc2)nc1
15 | -11% | CCc1ccc(NC(=O)Nc2ccc3c(c2)CCC3)cc1
16 | -7% | COc1ccc(F)cc1S(=O)(=O)N1CCN(C(=O)c2ccco2)CC1
17 | -10% | CCc1ccc(N2CC(C(=O)NC3CC3)CC2=O)cc1 (configuration not stated)
18 | -2% | CC(Oc1ccc(Br)cc1Cl)C(=O)Nc1ccncc1 (configuration not stated)
19 | -20% | COc1cccc(CNC(=O)c2ccc3c(c2)N(C)CCS3)c1OC
20 | -10% | CN1CCN(c2ccc(NC(=O)COc3cccc4ccccc34)cc2)CC1
21 | -14% | O=C(NC1CCCCC1)c1cc(-c2ccccc2O)on1
22 | -5% | COc1ccc(C(=O)Nc2ccccc2SCc2cc(=O)n3nc(C)sc3n2)cc1OC
23 | -2% | CCOC(=O)c1cnc(N2CCN(c3ccccc3)CC2)[nH]c1=O
24 | -12% | Cc1cc(OCCN2CCOCC2)ccc1C(C)C
25 | -5% | CCN1C(=O)[C@@H]2Cc3c([nH]c4ccccc34)C(c3cc(OC)c(OC)c(OC)c3)N2C1=S (some centres not stated)
26 | -6% | O=C(O)[C@]1(S(=O)(=O)c2ccccc2)C[C@@H]2ON=C(c3cccc(Br)c3)[C@@H]2C1
27 | -10% | COc1ccccc1CNC(=O)c1ccc(Cl)c(NC2=NC3CS(=O)(=O)CC3S2)c1 (configuration not stated)
28 | -4% | O=C(C[n+]1cc(Br)cc2ccccc21)c1ccc(F)cc1
29 | -6% | CCCCCC1CCC(C(=O)NCCN2CCOCC2)CC1 (configuration not stated)
30 | -6% | Cc1ccc(C(=O)C2=C(O)C(=O)N(Cc3cccnc3)C2c2ccc(OC(C)C)cc2)o1 (configuration not stated)
31 | -6% | Cc1ccc(S(=O)(=O)N2CCN(C(=O)CCn3cncn3)CC2)cc1
32 | -9% | O=C(Nc1ccc(F)cc1)C1CCN(C(=O)NCc2ccccc2)CC1
33 | -7% | CC(=O)NC12CC3CC(C1)CC(C(=O)NCc1ccc(C)cc1)(C3)C2
34 | -6% | COc1ccc(S(=O)(=O)N(C)c2ccc(C(=O)Nc3ccccc3C(=O)N3CCOCC3)cc2)cc1
35 | 0% | O=C(C1=C(O)C(=O)N(CCN2CCOCC2)C1c1cccc([N+](=O)[O-])c1)c1cccs1 (configuration not stated)
36 | -6% | COc1cccc(-c2cccc(NC(=O)C3CCN(Cc4nccs4)CC3)c2)c1
37 | -1% | CCOc1ccc(-c2c(C(=O)N/N=C/c3ccoc3)nnn2-c2nonc2N)cc1
38 | -8% | N=c1oc2cc(O)ccc2cc1C(=O)Nc1ccc(Br)cc1
39 | -6% | COc1ccc(Nc2cc(C(=O)NC3CCCC3)c3ccccc3n2)c(OC)c1
40 | -8% | O=C(CNC(=O)c1ccccc1F)NCCN1C(=O)S/C(=C\c2ccccc2Cl)C1=O
41 | -11% | Cc1ccccc1N1C(=O)Cc2ccccc2C1=O
42 | -1% | C=Cc1ccc(C(=O)NC2CCCN(Cc3ccccc3F)C2)cc1 (configuration not stated)
43 | -6% | COc1ccccc1N1CCN(CCC(=O)Nc2ccc(F)cc2)CC1
44 | -5% | CCOc1ccccc1N=NC1C(=O)N(C(N)=S)N=C1C (configuration not stated)
45 | -1% | Cn1c(CC(=O)Nc2ccc(F)cc2)nnc1SCC(=O)NC1CCCCC1
46 | -6% | O=C(Nc1ccnn1C1CCN(Cc2ccccc2)CC1)c1ccccc1Cl
47 | -7% | COc1cccc(NC(=O)Nc2cc(C(=O)NCC3CCCO3)ccc2N2CC3CC(C2)c2cccc(=O)n2C3)c1 (configuration not stated)
48 | -6% | O=C(NC1CCCCC1)C1CCCN1C(=O)Nc1ccccc1 (configuration not stated)
49 | -10% | O=C1c2ccccc2C(=O)c2c1cccc2N(CCO)CCO
50 | -12% | COC(CNC(=O)c1c[nH]c2ccc(S(=O)(=O)N3CCOCC3)cc2c1=O)OC
51 | -3% | C=CCn1c(/N=C/c2ccc(OC)cc2)nc2ccccc21
52 | -12% | CCOc1ccc2oc(C(=O)NCC3CCCO3)c(C)c2c1 (configuration not stated)
53 | -8% | CC(NC(=O)C1CCC(C(=O)NC(C)c2ccccc2)CC1)c1ccccc1 (configuration not stated)
54 | -4% | COc1ccccc1-c1nnc(NC(=O)c2ccc(S(=O)(=O)N3CCOCC3)cc2)o1
55 | -11% | CN(Cc1ccccc1)S(=O)(=O)c1nnc(NC(=O)c2ccccc2)s1
56 | -8% | CC1=C(c2ccccc2)SC2=NCCN21

2 entries from above in a different format.
cpd	smiles	LYP phosphatase
55	CN(Cc1ccccc1)S(=O)(=O)c1nnc(NC(=O)c2ccccc2)s1	-11%
56	CC1=C(c2ccccc2)SC2=NCCN21	-8%

More compounds.
No. | LYP phosphatase | compound
57 | -3% | O=C(CCC(=O)N1CCN(Cc2ccc(F)cc2)CC1)Nc1nnc(C(F)(F)F)s1
58 | -7% | COc1ccc(/C=N/N(C)C2=NCCN2)c(OC)c1OC
59 | -1% | CCCCn1c(O)c(/C=C2\C=Nc3ccccc32)c(=O)[nH]c1=O
60 | -9% | COc1ccccc1CC(=O)NC12CC3CC(CC(C3)C1)C2
61 | -5% | COc1ccc(OCCOCCN2CCN(C)CC2)cc1
62 | -5% | CCSc1ncc(Cl)c(C(=O)Nc2ccccc2Cl)n1
63 | -8% | Cc1cc(=O)[nH]c(SCc2ccc(Cl)cc2Cl)n1
64 | -8% | COc1cccc2sc3ccc(C#CC4(N)CCCCC4)cc3c(=O)c12
65 | -3% | CCOc1ccccc1/C=N/NC(=O)c1c(C)nc2ccc(Br)cn12
66 | -14% | Cc1cccc(C(=O)Nc2ccc(C(=O)Nc3ccc(O)cc3)cc2)c1
67 | -2% | CC(C)Cn1cnc2c1c(=O)[nH]c(=O)n2Cc1ccccc1
68 | -12% | O=C(CN(C(=O)c1csnn1)c1cccc2c1CCCC2)NCc1ccc(F)cc1
69 | -8% | CCc1cc(=O)oc2c(C)c(OC(C)C(=O)N3CCC[C@@H]3C(=O)O)ccc12 (some centres not stated)
70 | -9% | O=C(CCc1ccccc1)Nc1ccc(S(=O)(=O)Nc2nccs2)cc1
71 | -7% | CCCNC(=O)CN1C(=O)c2ccccc2Sc2ncccc21
72 | -11% | Cc1coc2cc3oc(=O)c(CCC(=O)NCCN4CCOCC4)c(C)c3cc12
73 | -3% | COc1ccc(-n2ncc3c2CC(C)(C)CC3NC(=O)c2ccc(OC)o2)cc1 (configuration not stated)
74 | -3% | CC(C(=O)NCCS(=O)(=O)c1ccc(Br)cc1)S(=O)(=O)c1ccc(Cl)cc1 (configuration not stated)
75 | -7% | CCOC(=O)CNC(=O)Cn1cnc2sc(C)c(S(=O)(=O)N3CCOCC3)c2c1=O
76 | 0% | O=C(Nc1ccc(Oc2ccccc2)cc1)N[C@@H](Cc1ccccc1)C(=O)O
77 | -1% | O=C(O)c1cc(-c2ccc(/C=c3\sc4nc5ccc(Br)cc5n4c3=O)o2)ccc1Cl
78 | -10% | COc1cc(C(=O)NCCSc2ccc(Cl)cc2)cc(OC)c1OC
79 | -4% | CCC(=O)NCCc1nc2cc(NC(=O)c3ccco3)ccc2n1C
80 | -5% | O=C(NCCCN1CCOCC1)c1ccc2nc(Cc3ccccc3F)oc2c1
81 | -7% | Cc1n[nH]c(C)c1CCCCOc1ccccc1[N+](=O)[O-]
82 | -5% | COc1ccccc1C1CC(c2cccc(NS(C)(=O)=O)c2)=NN1S(=O)(=O)c1ccccc1 (configuration not stated)
83 | -9% | COc1cc(/C=C(\C#N)C(=O)Nc2ccccc2)ccc1OCCN1CCOCC1
84 | -6% | CCOC(=O)[C@@H]1[C@H]2COc3cc(OC)ccc3[C@H]2N2C(=O)N(c3cccc(Cl)c3)C(=O)[C@]12C
85 | -6% | Cc1ccccc1-n1c(SCC(=O)N2CCOCC2)nc(O)c(Cc2ccccc2)c1=O
86 | -8% | COCCCn1c(=O)c2ccccc2n(CC(=O)NCCC2=CCCCC2)c1=O
87 | -9% | CCn1cc(/C=C(\NC(=O)c2ccc(OC)c(OC)c2)C(=O)NCCN2CCOCC2)c2ccccc21
88 | -8% | COc1ccc(C(=O)Nc2ccnn2C2CCN(Cc3cnn(C)c3)CC2)cc1

Part of the list above, set out differently:
| item | SMILES | LYP phosphatase |
| --- | --- | --- |
| 18 | CC(Oc1ccc(Br)cc1Cl)C(=O)Nc1ccncc1 (configuration not stated) | -2% |
| 19 | COc1cccc(CNC(=O)c2ccc3c(c2)N(C)CCS3)c1OC | -20% |
| 20 | CN1CCN(c2ccc(NC(=O)COc3cccc4ccccc34)cc2)CC1 | -10% |
| 21 | O=C(NC1CCCCC1)c1cc(-c2ccccc2O)on1 | -14% |
| 22 | COc1ccc(C(=O)Nc2ccccc2SCc2cc(=O)n3nc(C)sc3n2)cc1OC | -5% |
| 23 | CCOC(=O)c1cnc(N2CCN(c3ccccc3)CC2)[nH]c1=O | -2% |
| 24 | Cc1cc(OCCN2CCOCC2)ccc1C(C)C | -12% |

Further entries follow:
No. | LYP phosphatase | compound
89 | -8% | COC(=O)c1ccccc1NC(=O)c1cccnc1
90 | -2% | COc1cc(NC(=O)c2ccc(=O)[nH]n2)cc(OC)c1OC
91 | -7% | COc1ccc([C@@H]2[C@@H]3C(=O)N(C(C)(C)C)C(=O)[C@@H]3[C@]3(Cc4ccc(Cl)cc4)C(=O)N(c4cccc(C)c4)C(=O)N23)cc1
92 | -8% | Clc1ccc2ccc3cccnc3c2n1
93 | -6% | CCOc1ccc(-c2nnc(SCC(=O)O)n2Cc2ccccc2)cc1
94 | -1% | Cc1ccccc1OCC(=O)O/N=C(\N)c1ccncc1
95 | -6% | CCC(=O)N1CCc2cc(S(=O)(=O)NCCC(=O)N3CCN(c4cccc(OC)c4)CC3)ccc21
96 | -4% | Cc1nc(NC(=O)c2ccccc2O)sc1C

Given as tab-separated lines: part of the list above.
entry	mol	LYP phosphatase
60	COc1ccccc1CC(=O)NC12CC3CC(CC(C3)C1)C2	-9%
48	O=C(NC1CCCCC1)C1CCCN1C(=O)Nc1ccccc1 (configuration not stated)	-6%
6	CC1=NN(c2ccccc2)C(=O)/C1=C/c1ccc(Cl)cc1	0%
23	CCOC(=O)c1cnc(N2CCN(c3ccccc3)CC2)[nH]c1=O	-2%

More entries
No. | LYP phosphatase | compound
97 | -3% | Cc1ccc(-c2cc(C(=O)N/N=C/c3ccc(F)cc3)n[nH]2)o1
98 | -7% | CCC(C)N(C(=O)COC(=O)CNC(=O)c1sc2ccccc2c1Cl)C1CCS(=O)(=O)C1 (configuration not stated)
99 | -7% | COc1ccc(/C=N/NC(=O)c2cc3c(ccc4ccccc43)o2)c(OC)c1
100 | -14% | O=C(Nc1cccnc1Cl)c1cc(-c2cccc(Cl)c2)on1
101 | -7% | COc1ccc(S(=O)(=O)N2CCC(C(=O)Oc3c(OC)cccc3OC)CC2)cc1OC
102 | -7% | C=CCN1CN(S(=O)(=O)c2cccc(Cl)c2)c2nc3ccccc3nc21
103 | -2% | CC(=O)Nc1ccc(NC(=O)c2sc(-c3ccccc3)nc2C)cc1
104 | -7% | Cn1cc(C(c2ccccc2OCC(=O)O)c2cn(C)c3ccccc23)c2ccccc21
105 | -9% | CCOC(=O)Nc1ccc2c(c1)N(C(=O)CCN(CC)CC)c1ccccc1CC2
